CHRM4 antagonist – human M4 muscarinic receptor antagonists, primary screen, CHO cells, Fluo-8 calcium fluorescence; Muscarinic acetylcholine receptor M4 (Homo sapiens), P08173; CHO-hM4 cells, ACh EC80; inhibition, % at 3 µM; 360,000 tested, 0.73% active; AID 624125, 2012;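 active = inhibition above its plate's cutoff, the mean inhibition of sample wells plus 3 SD, cut at about 27% in these data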;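 also: 0% = acetylcholine EC80 with DMSO and 100% = DMSO without agonist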
Target sequence (P08173 whole entry, looked up): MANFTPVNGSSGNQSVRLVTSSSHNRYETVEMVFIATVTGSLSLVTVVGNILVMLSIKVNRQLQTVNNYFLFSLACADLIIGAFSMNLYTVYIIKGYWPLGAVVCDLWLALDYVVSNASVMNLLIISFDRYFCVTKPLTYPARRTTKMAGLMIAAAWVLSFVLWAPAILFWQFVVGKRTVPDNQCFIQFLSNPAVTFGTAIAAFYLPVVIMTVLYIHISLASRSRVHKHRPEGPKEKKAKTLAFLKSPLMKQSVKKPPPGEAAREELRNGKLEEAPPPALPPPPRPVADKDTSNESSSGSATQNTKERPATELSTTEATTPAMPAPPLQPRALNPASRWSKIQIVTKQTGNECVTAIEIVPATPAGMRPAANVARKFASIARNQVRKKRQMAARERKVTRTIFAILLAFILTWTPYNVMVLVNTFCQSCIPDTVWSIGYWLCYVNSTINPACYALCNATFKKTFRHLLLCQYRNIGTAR
CHRM5 PAM – human M5 muscarinic receptor positive allosteric modulators, primary screen, CHO-K1 cells, Fluo-8 calcium fluorescence | Muscarinic acetylcholine receptor M5 (Homo sapiens), P08912 | CHO-K1 hM5, ACh EC20 PAM; 0% = ACh EC20, 100% = ACh EC100 | activation, % at 3 µM | 360,000 tested, 0.3% active | AID 624038, 2012;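 active = activation above the run cutoff, the mean activation of all test compounds plus 3 SD, cut at about 18% in these data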
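Test system: CHO-K1 hM5 cells / Doses: single-point, 3 µM nominal / Times: Post-acetylcholine fluorescence recording 140 s / Technique: Fluo-8 calcium fluorescence / Measure: Max/basal fluorescence ratio as % of EC20–EC100 ACh window / Benchmarks: low control EC20 acetylcholine (0%), high control EC100 acetylcholine (100%) / Replicates: one well per compound, no replicates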
M5 antag – human M5 muscarinic receptor antagonists, primary screen, CHO cells, Fluo-8 calcium fluorescence. 360,000 tested, 0.59% active. CHO-hM5 cells, ACh EC80. AID 624040, 2012. inhibition, % at 3 µM;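 active = inhibition above a per-plate cutoff, the mean of that plate's test compounds plus 3 SD, cut at about 27% in these data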;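 also: 0% = acetylcholine EC80 with DMSO and 100% = DMSO without agonist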
CHRM1 agonist – human M1 muscarinic receptor agonists, primary screen, Fluo-8 calcium fluorescence, CHO-K1 cells, HTS; Muscarinic acetylcholine receptor M1 (Homo sapiens), P11229; CHO-K1 hM1, agonist mode; 0% DMSO, 100% acetylcholine EC100; activation, % at 3 µM; 360,000 tested, 0.33% active; AID 588814, 2011;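 active = activation above the run's mean compound activation plus 3 SD, cut at about 16% in these data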;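 also: peak over basal fluorescence ratio within a 140 s kinetic read after compound addition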
CHRM1 PAM – human M1 muscarinic receptor positive allosteric modulators, primary screen, CHO-K1 cells, Fluo-8 calcium fluorescence, 1536-well | Muscarinic acetylcholine receptor M1 (Homo sapiens), P11229 | CHO-K1 hM1, ACh EC20; 0% = ACh EC20, 100% = maximal ACh | 360,000 tested, 0.088% active | AID 588819, 2011 | activation, % at 3 µM; in the data active = activation above about 19%, passing the limit was not always enough
CHRM4 agonist – human M4 muscarinic receptor agonists, primary screen, CHO-K1 cells, Fluo-8 calcium fluorescence. CHO-K1 hM4/Gqi5; vehicle 0%, full acetylcholine response 100%. Muscarinic acetylcholine receptor M4 (Homo sapiens), P08173. activation, % at 3 µM. AID 624127, 2012. 360,000 tested, 0.14% active;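 active = activation above the run mean over all test wells plus 3 SD, cut at about 32% in these data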;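 also: peak over basal fluorescence ratio per well then scaled between controls; 0% = DMSO wells and 100% = acetylcholine at EC100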
TAAR1 ag – human TAAR1 agonists, primary screen, Fluo-8 calcium fluorescence, CHO RD-HGA16 cells; 360,000 tested, 0.99% active; Trace amine-associated receptor 1 (Homo sapiens), Q96RJ0; vehicle wells 0%, saturating PEA agonist 100%; activation, % at 3 µM;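 active = activation above the mean activation of all test compounds in the run plus 3 SD, cut at about 38% in these data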
Target sequence (Q96RJ0 whole entry, looked up): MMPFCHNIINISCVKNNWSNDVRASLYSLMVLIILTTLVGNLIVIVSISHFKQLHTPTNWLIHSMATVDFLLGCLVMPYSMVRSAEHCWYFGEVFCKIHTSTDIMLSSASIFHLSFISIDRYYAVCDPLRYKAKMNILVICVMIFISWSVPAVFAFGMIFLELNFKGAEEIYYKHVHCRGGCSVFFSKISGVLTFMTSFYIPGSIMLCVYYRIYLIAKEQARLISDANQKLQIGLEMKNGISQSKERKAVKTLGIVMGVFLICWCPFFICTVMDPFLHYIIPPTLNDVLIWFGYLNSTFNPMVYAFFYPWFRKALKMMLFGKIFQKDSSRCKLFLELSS
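System: CHO-derived RD-HGA16 cells with stable Gα16 and human TAAR1. Times: 17-24 h plating, Fluo-8 75 min 37 °C, 30 min RT. Measured by: calcium-sensitive Fluo-8 signal, excitation 470-495, emission 515-575 nm. Read-out basis: % activation relative to PEA EC100 response. Control set: DMSO and PEA EC100. Repeats: no replicates (n 1).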
M1 antag – human M1 muscarinic receptor antagonists, primary screen, CHO-K1 cells, Fluo-8 calcium fluorescence, 1536-well; inhibition, % at 3 µM; 360,000 tested, 1.3% active; CHO-K1 hM1, ACh EC80 antagonist;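 active = percent inhibition above its own plate's cutoff, namely the mean of that plate's compound wells plus 3 SD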;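 also: peak over basal fluorescence ratio during 140 s after agonist addition; 0% = ACh EC80 plus DMSO and 100% = DMSO alone without agonist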
CHRM5 agonist – human M5 muscarinic receptor agonists, primary screen, CHO-K1 cells, Fluo-8 calcium fluorescence; Muscarinic acetylcholine receptor M5 (Homo sapiens), P08912; CHO-K1 hM5 cells; 0% DMSO wells, 100% maximal acetylcholine response; activation, % at 3 µM; 360,000 tested, 0.19% active; AID 624037, 2012;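 active = activation above the run's mean over test compounds plus 3 SD, cut at about 23% in these data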;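 also: signal is peak over basal fluorescence ratio across the kinetic read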
* hit, by the source's call; · = no result given. Not all compounds are listed. The share of hits here may be higher or lower than overall.

# | CHRM4 antagonist | CHRM5 PAM | M5 antag | CHRM1 agonist | CHRM1 PAM | CHRM4 agonist | TAAR1 ag | M1 antag | CHRM5 agonist | canonical_smiles
1 | 0 | -4 | 0 | -5 | 4 | 1 | 3 | 1 | 1 | Cn1cc(S(=O)(=O)N2CCCC2)cc1C(=O)NCCc1ccccc1
2 | -7 | -6 | 2 | -1 | 2 | 3 | 6 | -6 | -1 | O=c1ccc2cc(S(=O)(=O)N3CCN(c4ccccc4)CC3)ccc2o1
3 | -10 | 0 | -3 | -7 | 2 | 0 | 0 | -8 | -6 | C=CC[N+]1(CC(=O)NCc2ccc(NC(C)=O)cc2)CCOCC1
4 | -2 | -3 | 10 | 3 | 15 | 1 | 7 | -6 | 4 | CCCCOC(=O)C1=C(C)NC(=O)NC1c1ccc([N+](=O)[O-])s1 (stereo unspecified)
5 | -15 | -4 | 2 | -2 | 1 | 0 | 0 | -5 | -1 | CCOC(=O)c1c(NC(=O)C2CCCN2S(=O)(=O)c2cccc3nsnc23)sc(C)c1C (stereo unspecified)
6 | -5 | -17 | 8 | -3 | -16 | 17 | 5 | 25 | 0 | CCn1c(NC(=O)c2cccc(Cn3cc(Cl)cn3)c2)nc2ccccc21
7 | 7 | 3 | 5 | -1 | 21 | -2 | 1 | -13 | 2 | CCOC(=O)N1CCN(C/C(Cl)=C/c2ccccc2)CC1
8 | 6 | 3 | -6 | -3 | 8 | -2 | 4 | 2 | -3 | Cc1ccc(-n2c(-c3ccncc3)nnc2-c2cccs2)cc1
9 | -10 | 2 | -3 | -2 | 7 | 2 | 0 | -8 | 1 | O=c1cc(CO)oc(C(Nc2cccc([N+](=O)[O-])c2)c2ccccn2)c1O (stereo unspecified)
10 | 3 | -5 | 4 | 0 | 2 | 0 | 2 | -6 | -2 | O=C(Cn1nnc2ccccc21)OCC(=O)c1ccc(F)cc1
11 | 7 | -6 | 17 | -3 | -3 | -1 | 0 | 1 | -2 | Cn1cnc([N+](=O)[O-])c1NCc1ccccc1
12 | -4 | 3 | 3 | 1 | 12 | 1 | 6 | -27 | -3 | CCC(C)NC(=O)c1ccccc1NC(=O)c1ccccc1N(C)S(C)(=O)=O (stereo unspecified)
13 | -9 | -6 | 11 | -4 | 3 | 6 | 2 | -5 | 0 | Cc1ccc(S(=O)(=O)N(C)C)cc1NC(=O)COC(=O)c1ccc(Cl)cc1
14 | -3 | 5 | -2 | 1 | 8 | 1 | 2 | -7 | -2 | COC(=O)c1ccc(NC(=O)C(=O)c2cn(CC(=O)N3CCOCC3)c3ccccc23)cc1
15 | 5 | 11 | -14 | -4 | -2 | 1 | 10 | 3 | 4 | CCSc1ccccc1C(=O)NCc1ccc(S(N)(=O)=O)cc1
16 | 2 | -3 | 3 | -8 | 10 | 2 | 3 | -9 | -2 | O=C(c1ccco1)N1CCN(Cc2cccc3ccccc23)CC1
17 | -9 | 4 | -9 | -3 | 2 | 1 | 0 | -10 | -3 | O=C1CC(C(=O)Nc2ccccc2C(=O)O)C(c2ccccc2)O1 (stereo unspecified)
18 | -1 | 3 | 4 | -5 | 9 | 1 | 17 | -2 | 0 | Cc1nc(SCc2nc3c(F)cccc3[nH]2)c2oc3ccccc3c2n1
19 | 3 | 0 | 1 | -4 | 5 | 2 | 1 | -6 | 0 | O=C(Cc1cccs1)Nc1nnc(SCC(=O)N2CCCCC2)s1
20 | 1 | 3 | -1 | -4 | 8 | 1 | 5 | -3 | -1 | CCN1CSC(=S)N(Cc2ccccc2)C1

Numbers 1–2 from above:
# | CHRM4 antagonist | CHRM5 PAM | M5 antag | CHRM1 agonist | CHRM1 PAM | CHRM4 agonist | TAAR1 ag | M1 antag | CHRM5 agonist | canonical_smiles
1 | 0 | -4 | 0 | -5 | 4 | 1 | 3 | 1 | 1 | Cn1cc(S(=O)(=O)N2CCCC2)cc1C(=O)NCCc1ccccc1
2 | -7 | -6 | 2 | -1 | 2 | 3 | 6 | -6 | -1 | O=c1ccc2cc(S(=O)(=O)N3CCN(c4ccccc4)CC3)ccc2o1

More compounds
# | CHRM4 antagonist | CHRM5 PAM | M5 antag | CHRM1 agonist | CHRM1 PAM | CHRM4 agonist | TAAR1 ag | M1 antag | CHRM5 agonist | canonical_smiles
21 | 8 | -4 | 3 | -12 | -3 | 0 | 1 | 7 | -2 | CCOC(=O)C1CCCN(c2c(NCCN3CCCCC3CC)c(=O)c2=O)C1 (stereo unspecified)
22 | 20 | -11 | 28* | -6 | -19 | 0 | 5 | 47* | -9 | CN(Cc1nccn1C)C(=O)c1ccc(OC2CCN(CCc3ccccc3)CC2)cc1
23 | 13 | 3 | -2 | -9 | 2 | 0 | 7 | -11 | -4 | CC[n+]1c(/C=C(/C)SC)sc2ccccc21
24 | 1 | 2 | -8 | -11 | 4 | 0 | 3 | 2 | -3 | Cc1ccc(C(=O)N/C(=C\c2ccccc2)C(=O)NCCCn2ccnc2)cc1
25 | -9 | -2 | 2 | 2 | 17 | 1 | 1 | -9 | 0 | CSCC[C@H](NC(=O)C1CCC(CNC(=O)[C@@H]2CCCN2C(=O)OC(C)(C)C)CC1)C(=O)O (stereo partly specified)
26 | -1 | 1 | -2 | -4 | 12 | 2 | 8 | -15 | -2 | COc1cccc(OC)c1OCCN1CCN(C(=O)c2ccco2)CC1
27 | 10 | 12 | 0 | -8 | 7 | 0 | 5 | -11 | -2 | Cc1ccsc1C(=O)OCC(=O)NC1CCCC(C)C1C (stereo unspecified)
28 | 1 | 2 | -5 | -7 | 7 | 1 | · | -7 | -1 | CN1CCN(C2=C(Cl)C(=O)N(c3ccc(Cl)cc3)C2=O)CC1
29 | -8 | -10 | 1 | -6 | 5 | 9 | 6 | -4 | -2 | CCOC(=O)C1CCCN(C(=O)c2cc(-c3ccc(F)cc3)nc3ccccc23)C1 (stereo unspecified)
30 | 4 | 4 | 2 | 8 | 10 | 0 | 8 | 1 | 1 | O=S(=O)(c1ccc2c(c1)OCCO2)N1CCN(c2nc3ccccc3s2)CC1
31 | -15 | -2 | -13 | 0 | 0 | 1 | 2 | -15 | -1 | CC(C)(C)C(=O)NC1CCN(S(C)(=O)=O)CC1
32 | 15 | -6 | 4 | 12 | -7 | 0 | -1 | 19 | 4 | CCOC(=O)C1CCCN(C2CC(=O)N(c3ccc(C)c(C)c3)C2=O)C1 (stereo unspecified)
33 | -12 | 8 | 8 | -5 | 6 | 1 | 12 | -7 | -3 | CC(C)CN(C(=O)CN1CCCCCC1)c1c(N)n(CC(C)C)c(=O)[nH]c1=O
34 | 0 | -14 | 10 | -1 | -8 | 20 | 17 | 20 | 2 | Cc1cc(C)c2c(N)c(C(=O)c3cccc(Cl)c3)sc2n1
35 | 3 | -5 | 1 | -4 | -6 | 1 | 1 | 4 | 2 | O=C(Nc1nccs1)C1CCCN(S(=O)(=O)c2cccnc2)C1 (stereo unspecified)
36 | 3 | 0 | -1 | 1 | 6 | 1 | 0 | 0 | -1 | CCOc1ncccc1C(=O)OCC(=O)NC1CCCCCC1
37 | 8 | -3 | -2 | -6 | 0 | 0 | 4 | 0 | -3 | CCOC(=O)Cc1csc(NC(=O)C(C)(C)C)n1
38 | 2 | -16 | -1 | -1 | 3 | 0 | 2 | -4 | -7 | COCCn1nnnc1C(c1ccc(C(F)(F)F)cc1)N1CCOCC1 (stereo unspecified)
39 | -6 | -13 | 13 | -6 | -1 | 15 | 1 | 5 | 1 | O=C(Nc1cc([N+](=O)[O-])ccc1N1CCCC1)c1ccccc1
40 | -5 | 1 | -4 | 2 | 17 | 2 | 3 | -39 | 0 | Nc1nc(Cl)nc2c1ncn2[C@@H]1O[C@H](CO)[C@@H](O)[C@H]1O

Arranged by molar mass (rising): seven of the compounds above.
# | CHRM4 antagonist | CHRM5 PAM | M5 antag | CHRM1 agonist | CHRM1 PAM | CHRM4 agonist | TAAR1 ag | M1 antag | CHRM5 agonist | canonical_smiles
31 | -15 | -2 | -13 | 0 | 0 | 1 | 2 | -15 | -1 | CC(C)(C)C(=O)NC1CCN(S(C)(=O)=O)CC1
39 | -6 | -13 | 13 | -6 | -1 | 15 | 1 | 5 | 1 | O=C(Nc1cc([N+](=O)[O-])ccc1N1CCCC1)c1ccccc1
32 | 15 | -6 | 4 | 12 | -7 | 0 | -1 | 19 | 4 | CCOC(=O)C1CCCN(C2CC(=O)N(c3ccc(C)c(C)c3)C2=O)C1 (stereo unspecified)
38 | 2 | -16 | -1 | -1 | 3 | 0 | 2 | -4 | -7 | COCCn1nnnc1C(c1ccc(C(F)(F)F)cc1)N1CCOCC1 (stereo unspecified)
33 | -12 | 8 | 8 | -5 | 6 | 1 | 12 | -7 | -3 | CC(C)CN(C(=O)CN1CCCCCC1)c1c(N)n(CC(C)C)c(=O)[nH]c1=O
29 | -8 | -10 | 1 | -6 | 5 | 9 | 6 | -4 | -2 | CCOC(=O)C1CCCN(C(=O)c2cc(-c3ccc(F)cc3)nc3ccccc23)C1 (stereo unspecified)
25 | -9 | -2 | 2 | 2 | 17 | 1 | 1 | -9 | 0 | CSCC[C@H](NC(=O)C1CCC(CNC(=O)[C@@H]2CCCN2C(=O)OC(C)(C)C)CC1)C(=O)O (stereo partly specified)

The list goes on.
# | CHRM4 antagonist | CHRM5 PAM | M5 antag | CHRM1 agonist | CHRM1 PAM | CHRM4 agonist | TAAR1 ag | M1 antag | CHRM5 agonist | canonical_smiles
41 | 2 | -1 | -2 | -1 | 7 | 1 | 6 | -6 | 0 | COC(=O)c1sc(NC(=O)COc2ccccc2)nc1C
42 | 0 | -3 | 13 | 1 | 9 | 0 | 0 | -16 | -3 | Cc1ccc(-c2nc3c(c(SCC(=O)N4CCOCC4)n2)COC(C)(C)C3)cc1
43 | 11 | -3 | 9 | · | · | 1 | 3 | · | 0 | Cc1cccc(C)c1NC(=O)C(c1ccnc2ccccc12)N1CCN(C)CC1 (stereo unspecified)
44 | -10 | 1 | 5 | -4 | 5 | 0 | 2 | -6 | -1 | O=S(=O)(c1cnc(Cl)c(Cl)c1)N1CCc2ccccc21
45 | -4 | -1 | 3 | -4 | -8 | 2 | 14 | 14 | 2 | O=C(Nc1ccccn1)C1(c2ccccc2)CCCC1
46 | -14 | 0 | -3 | · | · | 2 | 8 | · | 3 | N#CCCN(Cc1ccccc1)C(c1ccnc2ccccc12)c1nnnn1-c1ccc2c(c1)OCCO2 (stereo unspecified)

Screening results: PubChem BioAssay, The Scripps Research Institute Molecular Screening Center
